Mtb UGM inh: inhibitors of M. tuberculosis UDP-galactopyranose mutase | P9WIQ1 | purified UGM, fluorescence polarization probe displacement | inhibition, % at 10 µM | hit rate 0.06% among 320,000 | AID 504406; in the data active = inhibition above about 10%, passing the limit was not always enough
SARS 3CLpro inh: SARS-CoV 3CLpro protease inhibition | recombinant SARS-CoV 3CLpro, quenched FRET peptide cleavage | inhibition, % at 6 µM | hit rate 0.14% among 290,000; in the data active = inhibition above about 12%
FBA Mtb inh: inhibits M. tuberculosis FBA enzyme; AID 588726; purified M. tuberculosis FBA, fluorescence read-out; inhibition, % at 1 µM; hit rate 2.3% among 360,000; in the data active = inhibition above about 27%;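 also: 0% = vehicle and 100% = reference inhibitor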
Target sequence (P9WQA3 whole entry, looked up): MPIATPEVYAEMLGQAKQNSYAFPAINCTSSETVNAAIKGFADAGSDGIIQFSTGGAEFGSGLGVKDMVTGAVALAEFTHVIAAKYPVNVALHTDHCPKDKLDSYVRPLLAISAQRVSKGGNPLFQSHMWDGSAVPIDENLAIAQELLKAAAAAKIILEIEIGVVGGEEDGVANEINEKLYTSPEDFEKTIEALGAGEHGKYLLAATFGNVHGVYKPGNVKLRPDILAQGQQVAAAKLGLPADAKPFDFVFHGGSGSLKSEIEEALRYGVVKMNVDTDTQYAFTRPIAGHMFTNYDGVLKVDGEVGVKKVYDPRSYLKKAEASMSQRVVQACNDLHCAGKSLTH
SSB-PriA inh: inhibitors of Klebsiella pneumoniae PriA binding to SSB C-terminal tail; AlphaScreen SSBct-PriA binding, biotinylated peptide; inhibition, % at 33 µM; hit rate 0.6% among 430,000; AID 1272365; in the data active = inhibition mostly above about 37%, no sharp cut-off; inactive = mostly below about 20%;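 also: plate controls were negative control peptide for no effect and reference peptide for full effect; strong numbers were not always called active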
BH1578 lux ind: induces V. cholerae light production without autoinducers; V. cholerae BH1578 lux reporter, luminescence, 6 h; activation, % at 18.7 µM; hit rate 0.16% among 350,000; in the data active = activation mostly above about 9.7%, no sharp cut-off; also: not every result past the cut was called active; inactives centre near 0; reference of the scale not given here
Rv3671c protease: Rv3671c (M. tuberculosis) protease inhibition. hit rate 0.048% among 320,000. P9WHR9. inhibition, % at 5.96 µM; in the data active = inhibition above about 38%;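 also: extracellular domain of Rv3671c used as enzyme; 0% = enzyme with DMSO and 100% = no enzyme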
Target sequence (P9WHR9 whole entry, looked up, the tested form may be a part): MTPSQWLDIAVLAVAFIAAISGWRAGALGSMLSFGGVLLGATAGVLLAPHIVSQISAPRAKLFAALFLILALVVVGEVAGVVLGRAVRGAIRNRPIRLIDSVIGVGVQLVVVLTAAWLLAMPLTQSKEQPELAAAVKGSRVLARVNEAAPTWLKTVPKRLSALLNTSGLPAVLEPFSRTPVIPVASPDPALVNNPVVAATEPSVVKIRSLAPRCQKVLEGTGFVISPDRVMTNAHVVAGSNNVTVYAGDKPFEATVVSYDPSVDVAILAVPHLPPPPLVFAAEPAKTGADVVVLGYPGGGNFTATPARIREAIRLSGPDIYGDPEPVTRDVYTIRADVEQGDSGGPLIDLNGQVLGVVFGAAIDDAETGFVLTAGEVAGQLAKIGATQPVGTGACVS
GDH-TPI inh: GDH-TPI coupled enzyme inhibition counter-screen | inhibition, % at 4.8 µM | hit rate 1.2% among 360,000 | GDH-TPI coupled enzyme counterscreen, NADH absorbance; in the data active = inhibition above about 30%;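 also: 0% = DMSO wells and 100% = wells lacking the enzyme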
Mtb BioA inh: inhibitors of Mycobacterium tuberculosis BioA enzyme | purified M. tuberculosis BioA enzyme, plate reader | inhibition, % at 9.99 µM | hit rate 0.096% among 360,000; in the data active = inhibition above about 40%
MazEF act: MazEF (E. coli) toxin RNase activation | FAM/BHQ RNA-DNA oligo cleavage fluorescence, 5 h | hit rate 0.32% among 350,000 | P0AE70 | AID 504720 | activation, % at 20 µM; in the data active = activation above about 50%
Target sequence (P0AE70 whole entry, looked up): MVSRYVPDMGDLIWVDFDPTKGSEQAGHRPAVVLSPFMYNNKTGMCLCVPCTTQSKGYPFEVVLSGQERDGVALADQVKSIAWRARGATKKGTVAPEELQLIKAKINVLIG
VHR inh abs: inhibitors of human VHR1 phosphatase (DUSP3). recombinant VHR phosphatase, pNPP absorbance. AID 1654. inhibition, % at 13.3 µM. hit rate 0.52% among 290,000. P51452; in the data active = inhibition above about 50%; also: some compounds called inactive have numbers as strong as hits
Target sequence (P51452 whole entry, looked up): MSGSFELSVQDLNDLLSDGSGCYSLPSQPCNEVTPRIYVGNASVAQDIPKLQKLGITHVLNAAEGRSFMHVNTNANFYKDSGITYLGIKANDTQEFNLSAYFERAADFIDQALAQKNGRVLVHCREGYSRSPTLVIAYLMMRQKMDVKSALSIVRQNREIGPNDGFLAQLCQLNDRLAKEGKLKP
An asterisk follows results filed as active; i = inactive; nt = no result given; & = joins results of further samples.

SMILES	Mtb UGM inh	SARS 3CLpro inh	FBA Mtb inh	SSB-PriA inh	BH1578 lux ind	Rv3671c protease	GDH-TPI inh	Mtb BioA inh	MazEF act	VHR inh abs
O=C(CSc1nnc(NC(=O)C2CC2)s1)Nc1ccc(F)cc1F	-1.2	-2	0	-11	-0.1	-2	-9	-0.7	-2	6
COc1ccc(OCC(O)CN2CCN(c3ccc(Cl)cc3)CC2)cc1 (centres undefined)	1.2	0	-2	1	i	-5	-6	-1.1	2	23
N#CCCN(C(=O)CN1C(=O)NC2(CCCC2)C1=O)c1ccccc1F	-2.3	3	-2	-20	nt	0	5	-0.4	-3	24
O=C(O)CN=CC1=C(O)CC(c2ccccc2)CC1=O (centres undefined)	-3.8	-2	0	1	-2.4	-4	15	-3.0	11	-6
C#CCOc1ccc(C2C3=C(CC(C)(C)CC3=O)N(CC(=O)O)C3=C2C(=O)CC(C)(C)C3)cc1OC	5.4	-3	2	-12	-0.6	2	6	3.4	10	16
CC(=O)C1(C)OC(N)=C(C#N)C(c2ccccc2)C1(C#N)C#N (centres undefined)	1.2	-7	4	1	i	2	7	-0.1	40	2
COc1ccc(/C=N/NC(=O)COc2cccc3ccccc23)c(C(=O)O)c1OC	2.5	3	0	nt	-0.3	5	4	-1.9	13	-18
CCN(Cc1cnn(C)c1)Cc1nc(C(c2ccccc2)c2ccccc2)no1	-0.1	2	0	-10	0.2	7	11	-4.3	3	35
CCOC(=O)N/N=C\c1ccc(OC(=O)c2ccco2)cc1	-0.9	-1	-1	nt	-0.3	4	2	1.6	9	-25
CCOC(=O)NC(=O)c1cn(-c2ccc(OC)cc2)c(=O)[nH]c1=O	1.5	-2	-2	2	-0.5	-4	19	nt	3	14
Cn1c(=O)c2c(ncn2Cc2cccc(Cl)c2)n(C)c1=O	0.7	4	-5	-3	0.9	11	-2	0.7	-8	14
OCCC1CN(Cc2cccc3nccnc23)CCN1Cc1ccc(F)c(F)c1 (centres undefined)	-2.8	-4	0	9	i	0	-4	nt	-6	38
O=C1CNC(=S)N1C(CO)c1ccccc1 (centres undefined)	3.7	-4	0	-2	i	-7	2	-1.7	3	-5
Cc1cc(C)nc(SCC(=O)N/N=C/c2cccn2-c2ccc(O)cc2)n1	0.7	2	0	nt	-5.9	-2	17	3.1	-4	-6
c1ccc(NN=C2c3ccccc3-c3ccccc32)cc1	nt	nt	-4	-3	-7.1	nt	9	1.1	5	nt
COc1ccc(C(=O)c2coc3ccc(O)c(CN4CCCCC4)c23)cc1	-1.6	-5	3	-5	-0.3	-7	8	-0.9	7	-19
CC(=O)Nc1ccc(S(=O)(=O)NC2(C(F)(F)F)NC(=O)N(Cc3ccccc3)C2=O)cc1 (centres undefined)	5.3	2	1	-6	-0.2	-5	0	-2.2	4	19
CCC(=O)NC(c1ccc(C)cc1)c1cc(Cl)c2cccnc2c1O (centres undefined)	-3.3	nt	-1	-8	0.8	11	2	0.0	-7	nt
C=CCn1c(CCNC(=O)c2cccs2)n[nH]c1=S	-0.3	-1	0	2	-2.7	3	-3	nt	-2	2
COc1cccc(-c2nnc(SCC3CNC(=O)O3)n2-c2ccc(Cl)cc2)c1 (centres undefined)	-0.7	3	3	-9	-0.2	-2	7	nt	3	0

Compounds from the list above that have a furan ring, fused or not (2):
SMILES	Mtb UGM inh	SARS 3CLpro inh	FBA Mtb inh	SSB-PriA inh	BH1578 lux ind	Rv3671c protease	GDH-TPI inh	Mtb BioA inh	MazEF act	VHR inh abs
CCOC(=O)N/N=C\c1ccc(OC(=O)c2ccco2)cc1	-0.9	-1	-1	nt	-0.3	4	2	1.6	9	-25
COc1ccc(C(=O)c2coc3ccc(O)c(CN4CCCCC4)c23)cc1	-1.6	-5	3	-5	-0.3	-7	8	-0.9	7	-19

More structures.
SMILES	Mtb UGM inh	SARS 3CLpro inh	FBA Mtb inh	SSB-PriA inh	BH1578 lux ind	Rv3671c protease	GDH-TPI inh	Mtb BioA inh	MazEF act	VHR inh abs
N#Cc1cc2c(nc1SCc1ccccc1)CCCC2	-0.3	1	3	-4	i	2	14	nt	1	32
O=[N+]([O-])c1ccc2c(c1)nc1n2CCSC1	-0.8	1	35*	-12	-0.7	1	14	2.8	9	19
COc1ccccc1CCC(=O)Nc1ccc2c(c1)CN(Cc1ccc(C)o1)CC2	2.9	5	3	9	-0.3	-2	18	-1.8	-10	1
CCOC(=O)N1CCN(C(=O)c2ccccc2NC(=O)c2ccc(C(C)(C)C)cc2)CC1	0.0	-5	1	-8	-0.2	-11	10	nt	-6	11
COc1ccc(OC)c(NC(=O)CS(=O)(=O)Cc2nc(-c3ccccc3C)oc2C)c1	2.1	-7	0	-3	-0.6	1	-18	1.0	4	-19
Cc1ccc(S(=O)(=O)N=C2SCCCS2)cc1	1.5	2	4	-14	1.8	1	17	-8.5	4	10
CC(C)CCNC(=O)c1cc(-c2cccs2)nc2ccccc12	-0.8	4	65*	2	1.9	-2	11	-1.6	6	-10
CCN1C(=O)[C@@H]2[C@@H](c3ccc(-c4ccccc4)cc3)N3CCCC[C@@]3(C(=O)OC)[C@@H]2C1=O	1.9	nt	0	11	0.0	-6	5	-2.1	-45	nt
C=CCOc1ccc(/C=N/NC(=O)C(=O)Nc2ccccn2)cc1OC	-0.4	1	0	nt	-6.2	-13	29	-1.4	3	-3
CC1CCN(C(=O)CSc2nc3c(cnn3-c3ccc(Cl)cc3)c(=O)[nH]2)CC1	nt	-2	0	-1	-0.4	-2	-10	-0.3	3	-14
COc1ccc(C2C(C#N)=C(/N=C/N3CCN(C)CC3)OC3=C2C(=O)CC(C)(C)C3)cc1OC (centres undefined)	-0.5	0	1	nt	-1.7	3	13	0.0	9	14
O=C(Cc1ccc(-n2c(=O)c3ccccc3n(Cc3cccc([N+](=O)[O-])c3)c2=O)cc1)NCC1CCCO1 (centres undefined)	0.8	5	nt	nt	nt	4	nt	nt	nt	-1
CCCc1cc(C(=O)Nc2ccc(Cl)cn2)cs1	-0.5	0	6	-14	i	nt	-1	-1.5	-2	14
O=[N+]([O-])C1C(c2ccccc2)=NOC1c1ccccc1O (centres undefined)	1.2	4	0	0	i	-2	15	-1.7	8	-12
CCc1cc(=O)oc2cc(C)cc(OCC(=O)NCC(O)c3ccccc3)c12 (centres undefined)	-2.7	-3	56*	0	i	2	3	1.9	14	7
COc1ccc(CCNC(=O)Cn2nc(C)n3nc(-c4ccccc4)cc3c2=O)cc1OC	0.0	-4	-1	-12	-0.4	-9	1	-0.4	7	47
Cc1ccc(OC(C)C(=O)Nc2ccc(F)cc2)c([N+](=O)[O-])n1 (centres undefined)	4.1	nt	0	-3	i	4	13	4.2	5	nt
Cc1cc2nc3c(nc2cc1C)CCCC3	1.0	-1	0	-13	-2.2	3	5	nt	4	10
S=c1[nH]ncn1/N=C/c1ccc(N2CCOCC2)cc1	1.0	0	1	nt	6.7	3	28	-1.7	2	0
Cc1ccc(-c2c(C)n([O-])c3c([n+]2=O)CCCCC3)cc1	0.4	1	-4	-11	-0.2	1	-4	nt	2	0
CCCC(=O)Nc1nc(CC(=O)OCC)cs1	0.1	3	2	-13	-0.3	0	-2	nt	0	0
COc1cccc(CNC(=O)CCNC(=O)C2CCN(S(=O)(=O)c3ccc(F)cc3)CC2)c1	-1.9	2	0	-8	-0.4	-6	0	-0.8	1	-14
CNC(=S)N/N=C/c1ccc(N2CCOCC2)s1	-1.1	2	1	nt	nt	8	4	nt	6	-21
COc1cccc(N2CC(C(=O)Nc3nnc(SCC(=O)N4CCCC4)s3)CC2=O)c1 (centres undefined)	1.4	-3	-1	4	5.0	4	-2	-0.5	0	13
C/C(=N\NC(=O)CN1CCN(S(=O)(=O)c2ccc(C)cc2)CC1)c1cccnc1	-0.3	-1	-4	nt	i	-2	10	3.0	-1	26
COc1ccc(N2CCc3c(C)nc4c(OC)cccc4c32)cc1	0.2	-5	1	-3	-0.9	8	11	nt	-1	4
Cc1ccc(Oc2nc(-c3ccccc3)ncc2S(=O)(=O)c2ccc(C)cc2)cc1	-1.7	-1	0	-14	0.3	1	0	-1.1	-13	24
COC(=O)c1nn(-c2cccc(Cl)c2)ccc1=O	-0.4	1	-5	0	i	-6	5	nt	-6	49
Cc1nnc(SCC(=O)c2ccccc2)n1Cc1ccccc1	-3.3	-3	2	5	i	7	9	nt	-2	28
O=C(Cc1ccccc1)Nc1ccccc1C(=O)N1CCCCCC1	1.5	0	2	-10	i	-8	7	-2.1	8	13

Retrieved one by one from the list above (2):
SMILES	Mtb UGM inh	SARS 3CLpro inh	FBA Mtb inh	SSB-PriA inh	BH1578 lux ind	Rv3671c protease	GDH-TPI inh	Mtb BioA inh	MazEF act	VHR inh abs
O=C(O)CN=CC1=C(O)CC(c2ccccc2)CC1=O (centres undefined)	-3.8	-2	0	1	-2.4	-4	15	-3.0	11	-6
Cc1cc(C)nc(SCC(=O)N/N=C/c2cccn2-c2ccc(O)cc2)n1	0.7	2	0	nt	-5.9	-2	17	3.1	-4	-6

Next section:
SMILES	Mtb UGM inh	SARS 3CLpro inh	FBA Mtb inh	SSB-PriA inh	BH1578 lux ind	Rv3671c protease	GDH-TPI inh	Mtb BioA inh	MazEF act	VHR inh abs
OCCC1CN(Cc2cccn2-c2ccccn2)CCN1C1CCCCC1 (centres undefined)	0.8	-2	0	-2	-0.4	14	1	nt	-8	21
CCC(CC)c1nc(C#N)c(NCc2ccccc2)o1	-2.1	-3	2	5	-1.4	-6	4	1.3	-9	-5
CC(=O)Nc1ccc(-c2nnc(SCc3ccccc3C#N)n2C)cc1	0.1	4	-3	3	-0.3	-8	-9	2.9	6	6
CC1CCCC(NC(=O)c2ccc3c(c2)N(Cc2ccccc2)C(=O)CS3=O)C1C (centres undefined)	-0.3	6	2	0	-0.9	-6	-2	-1.7	2	19
Cc1ccc(NC(=O)CN2C(=O)NC(C)(CC(C)C)C2=O)cc1F (centres undefined)	3.0	nt	-1	3	0.4	5	-11	2.2	2	nt
O=c1[nH]c(=O)n(Cc2ccccc2)c(O)c1/C=N/Nc1c(F)c(F)c(F)c(F)c1F	-1.0	2	1	nt	1.2	-4	4	-1.0	-3	6
CC(=O)c1c(C)[nH]c(C(=O)CSc2nnc(-c3cccs3)n2Cc2ccccc2)c1C	-0.4	1	-1	19	-0.1	-12	5	nt	-5	15
COc1ccc(C)cc1N(C(=O)c1ccccc1)c1nc2ccccc2s1	-0.7	6	0	-7	-0.2	-4	6	nt	7	15
COc1ccc(-n2cc(-c3ccc(Cl)cc3)[nH]c2=S)cc1	-0.7	6	6	-5	i	-1	13	nt	-3	-19
O=C1NN(c2ccc(Br)cc2)C(=O)/C1=C\c1ccc(O)cc1O	-2.2	8	6	3	-0.7	7	4	2.7	0	6
N#Cc1ccc(C(=O)Nc2nnc(-c3ccco3)o2)cc1	3.5	-1	1	3	-2.8	8	3	nt	1	13
COc1ccc(S(=O)(=O)N(CC(=O)NCc2ccco2)c2ccccc2)cc1OC	-0.5	-6	-4	-15	-6.0	6	2	-1.7	-5	-7
Cc1ccccc1N1CCN(c2ncnc3scc(-c4cccs4)c23)CC1	-0.1	0	2	4&-13	-1.3	-5	-4	-1.2	7	20
O=C(/C=C/c1cccc(Cl)c1)N1CCC(Cc2ccccc2)CC1	-3.0	-1	2	-28	-2.2	-14	17	nt	3	-8
Cc1onc(-c2c(F)cccc2Cl)c1C(=O)N1CCCc2ccccc21	1.6	3	-5	2	-0.5	-4	2	nt	4	15
CC(=O)N(CC(C)(C)CC=C(C)C)c1ccccc1	1.1	-1	nt	nt	nt	6	nt	nt	nt	4
COc1ccccc1C(=O)N/N=C/c1ccc(Cl)s1	1.9	0	1	nt	-0.2	1	22	nt	7	-2
Cc1cc(C)c(C(=O)CSc2nnc(N)s2)c(C)c1	0.8	4	26	2	-0.9	4	2	1.4	6	6
COc1ccc(-c2cc(C(=O)Nc3c(C)nn(Cc4ccc(Cl)cc4)c3C)no2)cc1	-3.0	1	0	-23	-2.2	2	10	-1.7	-39	16
CCOC(=O)C1(C)C=C(Nc2ccc(O)cc2)C(=O)N1c1ccc(O)cc1 (centres undefined)	-5.5	3	0	9	-0.2	-46	6	-0.1	1	4
CCCNC(=O)/C=C/c1ccc(S(=O)(=O)Nc2ccccc2OC)cc1	-1.5	0	0	2	-0.3	10	-6	1.8	7	5
Cc1ccc(NC(=O)C(=O)NCc2ccco2)c(C)c1	1.7	1	5	3	-0.1	-2	3	nt	-1	24

Bioassay records as filed in PubChem.

The list is partial, so the mix of outcomes need not match the whole.
